CAL PDZ FP-1 = untagged CAL PDZ binding inhibitors, primary screen, biochemical, fluorescence polarization, HTS; AID 602252, 2012; actives 0.92% (n = 300,000); purified CAL PDZ, TMR-peptide fluorescence polarization, 1 h; inhibition, % at 24.9 µM;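 active = mean inhibition of at least 30% with at least half of replicates also reaching 30%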;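 also: 0% = DMSO neutral control and 100% = excess unlabeled competitor peptide PRC23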
SR-BI uptake up = activators of SR-BI mediated DiI-HDL uptake, primary screen, ldlA[mSR-BI] CHO cells, DiI fluorescence; AID 504775, 2011; activation, % at 12.5 µM; actives 0.096% (n = 320,000); 3 h; 100 = double the neutral-control signal;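 active = mean replicate activation of at least 60% and every replicate at or above 60%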;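 also: 0% = median plate neutral-control signal and 100% = twice that signal; values of inactives mirror those of a sister screen read the other way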
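material = CHO ldlA[mSR-BI] cells | medium = Ham's F12 with 0.5% BSA, HEPES 25 mM, pH 7.4 | reagent = fluorescent DiI-HDL, 10 µg/mL final | compound dosing = single-point compound dose | incubation = 3 h, 37 °C | measured by = bottom-read fluorescence, 550/595 nm | measure = HDL uptake via cellular fluorescence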
SR-BI DiI inh = inhibitors of SR-BI mediated HDL lipid uptake, primary screen, ldlA[mSR-BI] cells, fluorescence, single point | AID 488896, 2010 | inhibition, % at 12.5 µM | actives 0.96% (n = 320,000) | ldlA[mSR-BI] CHO cells, DiI-HDL uptake fluorescence, 3 h;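 active = mean replicate inhibition of at least 70% and a set share of replicates each scoring 70 or more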;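 also: 0% = median of neutral control wells and 100% = median of positive control wells; values of inactives mirror those of a sister screen read the other way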
Target sequence (Q61009 whole entry, looked up): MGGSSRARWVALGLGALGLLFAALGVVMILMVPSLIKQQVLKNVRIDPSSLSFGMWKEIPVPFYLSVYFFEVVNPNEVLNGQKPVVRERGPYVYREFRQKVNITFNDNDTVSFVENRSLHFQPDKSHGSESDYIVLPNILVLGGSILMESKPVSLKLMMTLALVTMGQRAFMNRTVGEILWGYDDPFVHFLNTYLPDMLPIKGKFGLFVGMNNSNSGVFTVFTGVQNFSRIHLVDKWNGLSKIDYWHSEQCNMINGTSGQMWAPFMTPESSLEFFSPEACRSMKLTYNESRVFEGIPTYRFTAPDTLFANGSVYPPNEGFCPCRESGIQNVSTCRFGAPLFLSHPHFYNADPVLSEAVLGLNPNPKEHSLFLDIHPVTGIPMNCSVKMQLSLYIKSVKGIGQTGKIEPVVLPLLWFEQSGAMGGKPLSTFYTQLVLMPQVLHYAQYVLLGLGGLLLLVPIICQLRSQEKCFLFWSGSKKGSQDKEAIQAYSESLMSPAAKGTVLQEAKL
Wnt bcat act = Wnt/beta-catenin pathway activators, primary screen, cell-based, plate reader, single point; activation, % at 9.35 µM; AID 743398, 2014; actives 1.2% (n = 300,000); Wnt/beta-catenin reporter cell assay, activator; in the data active = activation above about 30%, passing the limit was not always enough;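 also: 0% = neutral control wells and 100% = positive control wells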
E coli growth = E. coli V3065 growth inhibition, primary screen, counter-screen for AddAB inhibitor project, absorbance, OD600; 18 h; actives 0.27% (n = 330,000); inhibition, % at 11.9 µM; AID 449728, 2010;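 active = inhibition above the campaign's mean inhibition across all tested compounds plus 3 SD, cut at about 9.9% in these data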;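 also: uninfected addAB+ strain grown without phage in ampicillin broth; 0% = DMSO wells and 100% = ciprofloxacin 0.95 µg/ml wells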
MITF act = activators of MITF-driven TRPM1 promoter reporter, primary screen, cell-based, SK-MEL-5, luciferase, single point | SK-MEL-5 TRPM1-promoter luciferase, 24 h; % of positive control, neutral wells = 0 | activation, % at 12.5 µM | actives 0.75% (n = 300,000);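 active = mean activation of at least 80% with every replicate also reaching 80%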;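 also: 0% = neutral control wells and 100% = parthenolide positive control wells; values of inactives mirror those of a sister screen read the other way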
AddAB inh = growth inhibition of E. coli expressing H. pylori AddAB, primary screen, AddAB inhibitor project, absorbance. inhibition, % at 11.9 µM. AID 435030, 2010. actives 0.29% (n = 330,000); in the data active = inhibition above about 12%;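 also: 0% = vehicle wells of infected cells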
CAL PDZ FP-2 = CAL PDZ peptide-binding inhibitors, primary screen, biochemical, fluorescence polarization, Cer-tagged CAL PDZ, HTS; inhibition, % at 20 µM; purified CAL PDZ, TMR-peptide fluorescence polarization, 1 h; Golgi-associated PDZ and coiled-coil motif-containing protein (Homo sapiens), Q9HD26; AID 504414, 2011; actives 0.02% (n = 330,000);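 active = highest replicate inhibition of at least 40%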;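 also: plate controls were DMSO neutral control wells for no effect and unlabeled competitor peptide control wells for full effect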
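System: purified tagged CAL PDZ domain construct (CerCALP). Schedule: 1 h incubation at room temperature before polarization reading. Medium: 25 mM sodium phosphate pH 7.4, 150 mM NaCl, TCEP, IgG, Thesit. Read-out: percent inhibition from loss of millipolarization. Measured by: FP readout, S and P plane fluorescence. Probe or stimulus: fluorescent TMR peptide probe.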
phage Ecoli inh = growth loss of phage-infected E. coli, primary screen, RecBCD inhibitor project, absorbance, with phage, HTS; inhibition, % at 11.9 µM; actives 0.26% (n = 360,000); AID 651602, 2012; in the data active = inhibition above about 11%
Tat export inh = E. coli Tat export inhibitors, primary screen, MC4100, TorA-mCherry reporter, fluorescence, single point | inhibition, % at 10 µM | actives 0.036% (n = 340,000) | AID 488895, 2010;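 active = mean replicate inhibition at least 50% and at least half of replicates individually reaching 50%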;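 also: exported cargo escapes ClpAP degradation while cytoplasmic cargo is degraded and loses fluorescence; 0% = median of neutral control wells and 100% = median of NaSCN control wells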
* hit, by the source's call; nt = no result given.

smiles	CAL PDZ FP-1	SR-BI uptake up	SR-BI DiI inh	Wnt bcat act	E coli growth	MITF act	AddAB inh	CAL PDZ FP-2	phage Ecoli inh	Tat export inh
CCCCNC(=S)NC(=O)c1ccc([N+](=O)[O-])cc1	-2	46	-46	-4	1.4	2	3.2	0.2	2.8	3
COc1ccc(/C=N/NC(=O)c2ccc(COCC(F)(F)C(F)F)cc2)cc1	3	1	-1	-4	0.7	0	3.9	-1.2	5.6	9
COc1cc2c(cc1OC)CN(C(=O)CCOc1ccccc1C)CC2	nt	13	-13	0	0.3	11	3.9	-0.3	0.9	-1
O=C(c1cnn(Cc2ccccc2)c1)N1CCN(S(=O)(=O)/C=C/c2ccccc2)CC1	10	38	-38	3	-1.2	-4	-0.8	-3.8	0.9	-3
CC(=O)c1ccc(C(=O)N2CCCC(CNC(=O)c3ccccc3Cl)C2)cc1 (centres undefined)	nt	-2	2	5	1.7	3	2.7	-0.4	1.7	-4
O=C1C=C(c2cccc(CO)c2)C[C@@H](c2ccc3c(c2)OCO3)C1	-4	0	0	2	-0.4	9	0.5	0.0	2.9	-8
O=C(CSc1ccc(C(F)(F)F)cc1[N+](=O)[O-])N1CCOCC1	1	-3	3	0	0.8	nt	0.9	0.7	0.5	-1
COc1ccc(/C=N/NC(=O)c2nonc2C)cc1	-3	21	-21	nt	-1.1	13	-1.1	0.4	1.8	-2
COc1ccc(C(=O)NCCCSc2ccccc2)cc1F	-1	10	-10	4	-0.1	15	2.4	-3.4	3.0	2
CCN(C(=O)CCS(=O)(=O)c1ccc2c(c1)oc(=O)n2C)c1ccc(OC)cc1	-9	-3	3	1	0.6	-3	2.9	-2.2	0.2	1
Cc1c(NC(=S)/C=C2\N(C)c3ccccc3C2(C)C)c(=O)n(-c2ccccc2)n1C	-5	10	-10	nt	-2.4	-7	0.6	-0.1	1.4	-3
Cc1cc(C(=O)OCC(=O)Nc2ccccc2)c(C)o1	-4	-34	34	2	3.1	7	-1.0	-2.0	0.8	4
Cc1ccc(C)c(NC(=O)COC(=O)Cn2c(C)csc2=O)c1	-2	3	-3	-3	-0.4	-1	0.9	1.0	5.6	18
O=[N+]([O-])c1cc(CN2CCCCCC2)ccc1O	nt	-4	4	-2	0.0	-1	4.5	2.0	4.7	9
COc1ccc(N2CC(C(=O)Nc3nc4ccc(OC)cc4s3)CC2=O)cc1 (centres undefined)	6	nt	nt	0	1.1	21	1.2	-0.7	1.9	-7
Cc1nnc2ccc(-c3ccc(NS(=O)(=O)c4ccc(F)cc4F)cc3)nn12	-11	18	-18	1	0.2	9	-1.4	-3.5	3.5	5
O=S(=O)(CCc1nc2ccccc2[nH]1)c1ccc(Cl)cc1	-3	17	-5	-2	-1.8	-4	3.1	-0.9	3.4	5
CCOC(=O)C(NC(=O)c1cccnc1)(Nc1cccc(C)n1)C(F)(F)F (centres undefined)	-2	7	-7	-1	2.0	nt	3.4	-0.1	1.2	5
Cc1nc2ccccc2c(=O)n1NC(=O)Cc1ccc([N+](=O)[O-])cc1	-4	17	-17	-2	-0.4	4	0.0	0.2	4.2	-2
CCOc1ccc(NC(=O)CN(C)C(=O)CC2CC3CCC2C3)cc1OCC (centres undefined)	-2	-27	27	0	1.1	-3	4.2	-1.7	1.2	-2
Cc1ccnc(NC(=O)Nc2cccc(F)c2)n1	-2	23	-23	80*	0.5	28	0.6	-3.5	0.4	-13
CCn1nccc1C(=O)Nc1cccc(C)c1C	-5	3	-3	-2	4.7	nt	2.3	-0.8	-0.2	5
COc1cc(NC(=O)c2cnn3c(C(F)F)cc(C4CC4)nc23)c(OC)cc1Cl	-4	nt	nt	3	0.9	-10	0.7	1.4	2.3	-1
CC(=O)NCCc1ccc(S(=O)(=O)Nc2ccc3c(c2)OCCO3)cc1	0	-67	67	-1	-0.3	1	1.9	0.1	1.2	1
Clc1cccc(N/N=C/c2ccncc2)c1	-2	-5	5	9	-2.0	101*	5.4	-0.8	2.3	-4
COc1ccc(/C=C/C(=O)NC(=S)N2CCSCC2)cc1	7	-33	33	1	0.2	2	0.8	-0.9	2.7	1
COc1cccc(C(=O)N2CCN(Cc3cn[nH]c3-c3ccc(F)cc3F)CC2)c1	-1	13	-13	-5	-0.2	-12	2.5	-2.4	6.3	-2
O=C(CSc1cccc2cccnc12)N/N=C/c1ccc(F)cc1	nt	-4	4	5	1.0	15	4.7	-1.6	3.9	5
Cc1ccc2nc(NCCNC(=O)c3ccccc3)c(C#N)cc2c1	nt	-31	31	0	0.6	nt	3.2	-2.2	1.2	-7
Cc1ccc(C(=O)NCC(=O)OCc2c(F)cccc2Cl)cc1	-3	-26	26	11	1.7	48	1.9	-3.2	2.1	-6
Cc1nn(-c2ccccc2)c2c1C(c1ccc([N+](=O)[O-])cc1)C(C#N)=C(N)O2 (centres undefined)	nt	-6	6	1	-2.2	-23	-2.9	-0.4	0.4	8
O=C(Cc1c(F)cccc1Cl)N1CCN(S(=O)(=O)c2cccc(F)c2)CC1	-3	-1	1	1	-0.8	0	0.9	-1.3	3.0	13
Cc1nc2ccc(Br)cn2c(=O)c1Cl	-4	21	-21	nt	-2.0	9	1.9	-0.9	3.5	-7
COC(=O)c1c(NC(=O)C(C)(C)C)csc1C	1	-22	22	1	-0.3	-5	-0.5	-1.3	2.8	2
CC(C)[C@H](NC(=O)NCc1ccc(Cl)cc1)C(=O)O	nt	-10	10	nt	0.7	8	0.3	-2.0	-0.2	-6
Cc1nc2ccc(NC(=O)c3ccc([N+](=O)[O-])cc3)cc2[nH]1	-1	-6	6	2	-3.0	nt	3.0	-0.1	1.0	-7
Cc1cccc(NC(=O)CCCN2C(=O)C3CC=CCC3C2=O)c1 (centres undefined)	-2	-1	1	1	-2.4	4	-2.9	-0.8	-0.6	5
COC(=O)c1ccccc1NC(=O)CSc1n[nH]c(-c2ccncc2)n1	-2	3	-3	0	-0.7	-1	-0.4	-1.8	4.0	5
COc1cccc(NC(=O)COc2nc3ccccc3nc2C)c1	-5	3	-3	-2	0.7	5	0.7	-0.6	3.6	-4
CCOc1ncccc1C(=O)Nc1ccc(OC)c(S(=O)(=O)N2CCCCC2)c1	-2	-37	37	1	-0.6	13	0.7	-1.3	-4.0	2
CCOC(=O)[C@H]1[C@H]2COc3ccc(C)cc3[C@@H]2N2C(=O)c3cc(C)ccc3NC(=O)[C@@]12C	-9	11	-11	-3	-3.1	-13	0.6	-2.7	1.9	2
COc1ccc2oc(C(=O)OCC(=O)N(Cc3ccccc3)C(C)C)c(C)c2c1	-4	-5	5	0	2.5	-1	-1.4	-2.7	1.2	8
CCC(=O)Nc1ccc(C(=O)COC(=O)c2nc3nccc(C)n3n2)cc1	-4	13	-13	-7	1.2	7	0.4	-0.7	1.8	-9
CCCCc1nc(C(N)=O)c2[nH]c(=O)n(-c3ccc(OC)c(OC)c3)c2n1	-2	17	-17	nt	0.7	-3	0.6	-0.7	nt	5
CCOC(=O)N1CCC(N2C(=O)c3ccccc3C2Nc2cc(Cl)c(OC)cc2OC)CC1 (centres undefined)	-3	12	-12	1	-0.6	9	-2.2	0.0	2.4	-6
CC1CCN(c2c(NCC3CCC(C(=O)NC4CCCCCC4)CC3)c(=O)c2=O)CC1 (centres undefined)	-1	nt	nt	-2	2.0	-6	-0.7	-1.4	-0.3	4
COC(=O)Cn1c2nc3ccccc3nc2c2cccc(C)c21	-18	-27	27	2	nt	11	nt	0.2	0.9	0
CCOC(=O)c1sc2nc(CC(=O)OC)nc(NCCN(CC)CC)c2c1C	nt	4	-4	nt	0.7	2	1.9	-2.3	2.3	-5
O=C(NNc1nc2ccccc2s1)c1ccccc1F	-3	13	-13	0	-2.7	23	-5.2	-2.2	-3.1	-7
CC(C)(C)OC(=O)C[C@H]1C/C=C\C[C@H](CC(=O)N(CCO)Cc2ccccc2)C(=O)NC[C@H](c2ccccc2)OC1=O	1	9	-9	-3	-0.6	-3	3.2	-0.9	1.4	6

Continuation.
smiles	CAL PDZ FP-1	SR-BI uptake up	SR-BI DiI inh	Wnt bcat act	E coli growth	MITF act	AddAB inh	CAL PDZ FP-2	phage Ecoli inh	Tat export inh
COC(=O)c1cn(C(=O)c2ccco2)c2ccccc12	-2	5	-5	-2	-0.5	7	2.7	-1.6	0.8	2
CCCN1CCN(C(=S)Nc2ccc([N+](=O)[O-])cc2)CC1	0	-3	3	2	2.8	-4	3.5	-0.8	4.1	6
CCCn1c(C2CC(=O)N(c3ccc(C)cc3)C2)nc2ccccc21 (centres undefined)	-3	-21	21	nt	-3.4	nt	0.5	-1.5	0.1	0
Nc1c(-c2ccc(Cl)cc2)cnc2c(-c3ccccc3)cnn12	-2	-15	15	36*	-1.0	75	0.8	0.5	-2.3	1
CCOC(=O)c1cnc2cc(C)nn2c1C	-3	-3	3	-1	0.9	-6	2.6	-0.2	3.0	-3
Cc1ccccc1C(=O)NC(=S)Nc1ccc(N2CCN(C(=O)c3ccccc3)CC2)cc1	-3	-27	27	-2	1.9	-12	1.3	-2.8	1.4	-8
COC(CNC(=O)c1cc(C)nn1-c1ccccc1)OC	-1	0	0	-5	1.7	nt	3.7	-1.6	1.2	-4
COc1ccc(CC(=O)OCc2csc(CC(=O)Nc3ccc(C)cc3)n2)cc1	nt	-13	13	-5	3.5	24	-0.4	-0.2	4.1	-11
C/C(=N/NS(=O)(=O)c1ccc(C)cc1C)c1c[nH]c2ccccc12	-4	7	-7	2	nt	-7	nt	-1.9	2.6	19
COc1ccc(CCC(=O)Nc2cc(S(=O)(=O)N3CCOCC3)ccc2OC(C)C)cc1	5	-10	10	2	-3.5	0	0.1	-0.1	-0.3	-5
COc1ccc(N2CCN(C(=O)c3cccc(N4C(=O)C5CC=CC(C)C5C4=O)c3)CC2)cc1 (centres undefined)	-1	-30	30	nt	-1.3	3	1.7	1.0	0.6	-1
COc1ccc(OC)c2sc(N3CCN(C(=O)c4ccc([N+](=O)[O-])s4)CC3)nc12	-2	-10	10	3	-0.1	-29	6.4	-2.4	3.3	-9

Look-ups from the results shown:
CAL PDZ FP-1, `COc1ccc(CCC(=O)Nc2cc(S(=O)(=O)N3CCOCC3)ccc2OC(C)C)cc1` stands at 5
Tat export inh, `O=C(CSc1cccc2cccnc12)N/N=C/c1ccc(F)cc1` stands at 5

Bioassay records (PubChem)
